Screening data deposited in PubChem BioAssay by National Center for Advancing Translational Sciences (NCATS).
TrxR1 substrate = qHTS Assay for Substrates of Mammalian Selenoprotein Thioredoxin Reductase 1 (TrxR1): qHTS; Thioredoxin reductase 1, cytoplasmic (Rattus norvegicus), O89049; purified TrxR1 substrate turnover, NADPH consumption readout; Potency, µM (top dose mostly 114 µM), for inactives: top-dose activity change, negative = substrate turnover; hit rate 0.01% among 390,000; AID 588456, 2011; further: potency means the concentration at half of the fitted maximal effect; on the % scale 0 is the no-effect control and ±100 the full control effect; nearly all actives have a fitted effect of over 50% in size
Target sequence (O89049 whole entry, looked up): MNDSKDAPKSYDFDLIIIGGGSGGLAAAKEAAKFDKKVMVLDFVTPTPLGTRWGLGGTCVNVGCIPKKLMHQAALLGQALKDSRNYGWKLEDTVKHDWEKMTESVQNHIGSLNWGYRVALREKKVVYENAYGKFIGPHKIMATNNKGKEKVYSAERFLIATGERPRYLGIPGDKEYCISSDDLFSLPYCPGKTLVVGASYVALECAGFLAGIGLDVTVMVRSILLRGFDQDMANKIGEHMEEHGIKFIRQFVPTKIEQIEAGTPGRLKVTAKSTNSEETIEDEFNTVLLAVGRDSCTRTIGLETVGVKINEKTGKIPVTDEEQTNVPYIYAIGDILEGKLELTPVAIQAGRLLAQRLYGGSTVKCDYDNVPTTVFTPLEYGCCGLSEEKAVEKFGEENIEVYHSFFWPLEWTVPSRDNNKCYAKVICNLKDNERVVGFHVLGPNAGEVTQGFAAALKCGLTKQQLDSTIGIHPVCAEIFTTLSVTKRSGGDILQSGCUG
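Rat TrxR1, dispensed at 90 nM, was prereduced with 400 uM NADPH (final) for 5 min at ~22 deg C, then incubated with compound 15 min before 400 uM selenite. A first-read NADPH fluorescence drop versus no-compound background flagged substrates.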
USP1 inh = Inhibitors of USP1/UAF1: Primary Screen | hit rate 0.23% among 390,000 | AID 743255, 2014 | recombinant USP1/UAF1, Ub-Rhodamine cleavage fluorescence | Ubiquitin carboxyl-terminal hydrolase 1 (Homo sapiens), O94782 | Potency, µM (highest dose often 57.1 µM), for the others: at the highest dose activity change, negative = inhibition, hits mostly inhibitors; further: potency means the concentration at half of the fitted maximal effect; on the % scale 0 is the no-effect control and ±100 the full control effect; nearly all actives have a fitted effect of over 60% in size; inactives centre near -12
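USP1/UAF1 complex at 1 nM was preincubated with compound for 15 min at room temperature, then Ub-Rho substrate (150nM final) was added. Fluorescence (480/540 nm) was read kinetically, 6 reads every 60 seconds.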
PI4K2A block = qHTS for small molecular inhibitors of PI4K2A; activity change, negative = inhibition, % at 76.9 µM; Phosphatidylinositol 4-kinase type 2-alpha (Homo sapiens), Q9BTU6; AID 1346378, 2018; hit rate 0.13% among 420,000; purified PI4K2A, ADP-Glo luminescence, 1 h; active compounds read low; in the data active means activity change below about -50%; inconclusive means mostly about -30% to -49%;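 further: -100% = wells without enzyme as full effect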
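PI4K2A activity was measured by ADP-Glo luminescence: enzyme (4 ug/mL stock) and phosphatidylinositol (1.2 mM stock) in Tris pH 7.5/MgCl2/EGTA/Triton X-100 buffer were reacted with ATP (300 microM stock) for one hour at ambient temperature.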
GLS inhibitor = qHTS for Inhibitors of Glutaminase (GLS); hit rate 0.21% among 410,000; Glutaminase kidney isoform, mitochondrial (Homo sapiens), O94925; Potency, µM (highest dose often 45.5 µM), inactives show at the highest dose activity change, negative = inhibition, actives largely listed as inhibitors; GLS enzymatic activity, qHTS titration; AID 624170, 2012; further: potency means the concentration at half of the fitted maximal effect; on the % scale 0 is the no-effect control and ±100 the full control effect
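hKGA in 45 mM KH2PO4 pH 8.2, 0.02% Tween-20 with pin-transferred compounds; 1 mM L-glutamine (stock) plus glutamate oxidase/HRP/Amplex Red coupling added. Fluorescence read initially and after 30 min at RT.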
Tb PGK inh = qHTS Assay to Find Inhibitors of Phosphoglycerate Kinase; hit rate 0.043% among 380,000; Potency, µM (top dose mostly 57.5 µM), without a hit: at the top dose activity change, negative = inhibition, hits mostly inhibitors; PGK/GAPDH coupled, Kinase-Glo luminescence, 60 min; AID 602233, 2012; Phosphoglycerate kinase, glycosomal (Trypanosoma brucei brucei), P07378; further: potency means the concentration at half of the fitted maximal effect; on the % scale 0 is the no-effect control and ±100 the full control effect; nearly all actives have a fitted effect of over 60% in size
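Luminescent ATP detection (Kinase-Glo Plus) follows a 60-minute room-temperature incubation, with wells lacking PGK as controls. Buffer: 100 mM TEA (pH 7.6), 5 mM MgCl2, 0.01% Tween-20. Coupling enzyme GAPDH (100 nM final) supplies unstable 1,3-BPG in-well.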
HP1b binding inh = HTS for Inhibitors of HP1-beta Chromodomain Interactions with Methylated Histone Tails; Chromobox protein homolog 1 (Homo sapiens), P83916; AlphaScreen HP1-beta / biotin-H3K9me3 peptide binding; Potency, µM (highest dose often 114 µM), inactives show at the top dose activity change, negative = inhibition, most hits filed as inhibitors; hit rate 0.56% among 390,000; further: potency means the concentration at half of the fitted maximal effect; nearly all actives have a fitted effect of over 70% in size; inactives centre near 23
Target sequence (P83916 whole entry, looked up): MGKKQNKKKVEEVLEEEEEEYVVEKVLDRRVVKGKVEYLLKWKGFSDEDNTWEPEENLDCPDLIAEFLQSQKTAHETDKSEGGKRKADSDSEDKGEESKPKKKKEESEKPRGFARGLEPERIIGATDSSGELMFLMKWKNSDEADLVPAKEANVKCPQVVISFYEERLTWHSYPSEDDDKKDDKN
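HP1-beta protein (50 nM final) preincubated 30 min at room temperature with biotinylated H3(1-18)K9me3 peptide (50 nM) in PBS pH 7.4, 0.01% Tween-20, then compound added for 30 min. AlphaScreen streptavidin donor/nickel chelate acceptor beads (10 ug/mL final), 30 min dark, luminescence read.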
mIDH1 inhibitor = qHTS for Inhibitors of mutant isocitrate dehydrogenase 1 (IDH1): qHTS; IDH1-R132H enzyme, NADPH consumption, diaphorase/resazurin fluorescence; Potency, µM (highest dose often 76.6 µM), without a hit: at the highest dose activity change, negative = inhibition, usual class: inhibitors; hit rate 0.093% among 390,000; AID 602179, 2012; further: potency means the concentration at half of the fitted maximal effect; on the % scale 0 is the no-effect control and ±100 the full control effect; nearly all actives have a fitted effect of over 65% in size
Target sequence (O75874 whole entry R132H, stated change not applied): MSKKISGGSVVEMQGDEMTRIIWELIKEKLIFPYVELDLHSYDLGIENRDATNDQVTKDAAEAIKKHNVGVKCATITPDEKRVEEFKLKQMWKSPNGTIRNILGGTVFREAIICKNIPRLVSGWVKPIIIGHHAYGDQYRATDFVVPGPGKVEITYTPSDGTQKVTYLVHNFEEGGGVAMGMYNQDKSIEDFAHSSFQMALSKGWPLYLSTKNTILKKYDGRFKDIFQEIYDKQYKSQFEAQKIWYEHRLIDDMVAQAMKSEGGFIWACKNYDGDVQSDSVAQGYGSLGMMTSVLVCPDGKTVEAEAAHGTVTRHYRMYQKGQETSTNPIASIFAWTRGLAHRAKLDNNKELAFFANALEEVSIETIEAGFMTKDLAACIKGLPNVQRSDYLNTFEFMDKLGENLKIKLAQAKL
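IDH1-R132H (0.5 ug/mL) preincubated 30 min with compound, then NADPH (0.016 mM) and alpha-KG (2 mM) added; 80 min at RT, pH 7.5. Remaining NADPH coupled via diaphorase/resazurin to fluorescence (540/590 nm); concentration-response curves normalized to no-enzyme control.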
Pin1 inhibitor = qHTS Assay to Find Inhibitors of Pin1. Pin1 FP peptide displacement, HiFluor488, 10 min. Peptidyl-prolyl cis-trans isomerase NIMA-interacting 1 (Homo sapiens), Q13526. AID 504891, 2011. hit rate 0.009% among 390,000. Potency, µM (titrated, usually from 115 µM), for inactives: at the top dose activity, negative = inhibition, actives largely listed as inhibitors; active means well fitted inhibition curve with a large enough effect in the polarisation, with a control signal flat, not every such curve was filed as active; inconclusive means small, poorly fitted or top-dose-only effect, or effect the other way, or a change in a side signal; inactive means no such curve, though single readings can be large or run the other way; the % refers to the polarisation; further: potency means the concentration at half of the fitted maximal effect; on the % scale 0 is the no-effect control and ±100 the full control effect
rTrxR1 inhibitor = qHTS Assay for Inhibitors of Mammalian Selenoprotein Thioredoxin Reductase 1 (TrxR1): qHTS; Thioredoxin reductase 1, cytoplasmic (Rattus norvegicus), O89049; recombinant rTrxR1, NADPH fluorescence consumption, selenite substrate; Potency, µM (highest dose often 114 µM), for inactives: top-dose activity change, negative = inhibition, usual class: inhibitors; hit rate 1% among 390,000; further: potency means the concentration at half of the fitted maximal effect; on the % scale 0 is the no-effect control and ±100 the full control effect; nearly all actives have a fitted effect of over 65% in size
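Rat TrxR1 (90 nM in the dispensed reagent) was pre-reduced with 400 uM NADPH for 5 min at room temperature, then incubated with compound for 15 min. After 400 uM selenite was added, NADPH fluorescence (Ex 340/Em 450 nm) was followed for 8 min.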
* marks the source's active call; other numbers are inactive results; i = inactive; ? = inconclusive; · = no result given; & = joins results of further samples; [ ] = another dose, or the depositor's remark. Unless noted, the call rests on the fitted dose curve; in most records, active means well fitted curve in the direction sought with a large enough effect; inconclusive means small, poorly fitted or top-dose-only effect, or another doubt; inactive means no such curve, though single readings can be large; an effect the other way counts as inactive or inconclusive.

SMILES	TrxR1 substrate	USP1 inh	PI4K2A block	GLS inhibitor	Tb PGK inh	HP1b binding inh	mIDH1 inhibitor	Pin1 inhibitor	rTrxR1 inhibitor
Cc1cccc(NC(=O)CN2C(=O)N/C(=C/c3ccc(C)o3)C2=O)c1	3%	-17%	2	-8%	-4%	-25%	1%	?	40µM*
c1ccc(-c2ccc(Oc3cc(N4CCOCC4)nc(-c4ccccc4)n3)cc2)cc1	-1%	0%	1	-1%	-10%	31%	14%	0%	11%
CC(=O)c1cc(CN2CCC(n3nccc3NC(=O)c3ccccc3Cl)CC2)cs1	-5%	-15%	3	2%	3%	12%	0%	-6%	-2%
CC(c1ccccc1)N(CCC(c1ccccc1)C1CCOC(C)(C)C1)C(=O)c1ccco1 (configuration not stated)	-9%	-16%	5	-11%	i	7%	?	5%	?
OCCC1CN(Cc2ccccc2O)CCN1CCCc1ccccc1 (configuration not stated)	-5%	6%	0	22%	4%	24%	0%	-3%	6%
O=C(CSc1ccccn1)Nc1ccc2[nH]c(=O)[nH]c2c1	2%	-11%	-6	6%	2%	21%	6%	-2%	7%
CC(C)C(=O)NNS(=O)(=O)c1ccccc1	0%	-15%	0	1%	-12%	45%[activator]	-4%	-6%	15%
N#Cc1ccccc1Cn1c(=O)n(CCCC(=O)NCc2ccc3c(c2)OCO3)c(=O)c2ccccc21	5%	-14%	2	-1%	3%	26%	4%	-2%	-6%[57.1 µM]
CN1CCN(CCCCOc2ccc(Br)cc2)CC1	2%	-14%	-1	2%	i	?	16%	-5%	8%
CC(C)(C)NC(=O)CN(C(=O)c1ccc(CN2CCOCC2)o1)c1ccc2c(c1)OCCO2	3%	-5%	-1	5%	i	8%	3%	-2%	7%
Cc1ccc(CNCC2CCCO2)o1 (configuration not stated)	5%	-16%	0	2%	i	31%	3%	-5%	?
COc1ccc(CC(=O)N2CCOCC2)cc1OC	1%	-18%	1	11%	7%	29%	2%	-5%	2%
COc1ccc(S(=O)(=O)N(CC(=O)Nc2cc(C)on2)Cc2ccccc2)cc1	-3%	5%	2	-2%	0%	21%	0%	4%	-4%
O=S(=O)(c1ccccc1)N1CCN(CC2CC3C=CC2C3)CC1 (configuration not stated)	-2%	-21%	1	-2%	4%	?	-2%	-7%	9%
COc1ccc(-c2nc3ccccc3c(=O)[nH]2)cc1	9%	-4%	-3	2%	-3%	38%[activator]	1%	2%	11%
COc1ccc(C(CC(=O)Nc2ccc(C)cc2)NC(=O)C(F)(F)F)cc1 (configuration not stated)	2%	-6%	-7	17%	-1%	23%	2%	0%	5%
CCOc1ccccc1-c1cc(C(=O)N2CCOCC2)c2ccccc2n1	-2%	-9%	-2	1%	-1%	2%	4%	0%	-4%
COc1ccc(NC(=O)C2C3CC/C=C\CCC32)cc1 (configuration not stated)	3%[57.1 µM]	-14%	-1	3%	10%	32%	-1%	-2%	22%[57.1 µM]
Cc1cccc(OCC(=O)Nc2ccc3c(c2)N(C)C(=O)c2ccccc2S3)c1	-11%[57.1 µM]	?	7	-9%	-3%	22%	-14%	15%	-2%[57.1 µM]
CSc1ccc(/C=N/N2CCN(c3ccccc3)CC2)cc1	6%[57.1 µM]	-2%	-6	4%	3%	24%	8%	-5%	11%[57.1 µM]
Cn1c(CSc2ncccn2)nnc1SCC(=O)N1CCCCC1	7%	-15%	1	-4%	-5%	16%	2%	-2%	7%
Cc1coc2c(C)c3oc(=O)cc(-c4ccccc4)c3cc12	14%[57.1 µM]	-18%	1	-5%	i	48%[activator]	6%	-1%	14%[57.1 µM]
O=C1CN(C(=O)CSc2ccccn2)c2ccccc2N1	3%	-17%	-5	0%	-2%	24%	-8%	3%	12%
Cc1onc(-c2ccccc2)c1C(=O)N/N=C/c1cc(Br)c(Br)o1	-9%	-9%	1	4%	-9%	-4%	14%	?	5%
COc1ccc(CNC(=O)c2cnn(-c3ccc(F)cc3)c2-n2cccc2)cc1	1%	-17%	-1	3%	-4%	53%[activator]	6%	0%	6%
COc1ccc(S(=O)(=O)Nc2ccccc2C(=O)NC2CC2)cc1NC(C)=O	26%	-20%	0	-3%	-7%	42%[activator]	-10%	-1%	25%
COc1ccc(-c2noc(CCCC(=O)NC3CCCC3)n2)cc1	1%	-15%	10	-4%	-7%	23%	0%	1%	19%
CCN(CC(=O)Nc1ccc2c(c1)OCCO2)C(=O)C(C)Oc1ccc(Cl)cc1 (configuration not stated)	2%[57.1 µM]	-21%	-2	-24%	i	21%	-4%	-5%	14%[57.1 µM]
COC(=O)CN1C(=O)[C@H]2[C@@H](c3ccc(C)o3)N3C(=O)CN(CCO)C(=O)[C@@]3(Cc3ccccc3)[C@H]2C1=O	9%	-19%	0	-1%	7%	36%	-4%	-3%	-2%
C/C(=N\NS(C)(=O)=O)c1ccc(C)cc1	9%	0%	-6	9%	-1%	0%	6%	-4%	27%
O=C1c2ccccc2C(=O)N1CCCc1cn(C[C@H]2CC[C@@H]([C@@H]3CC[C@H](Cn4cc(CCCN5C(=O)c6ccccc6C5=O)nn4)O3)O2)nn1	-6%	-25%	-1	7%	-9%	13%	-5%[38.3 µM]	1%	-9%
CN(C)/C=N/c1ncc(-c2ncc(C(F)(F)F)cc2Cl)cn1	262%[activator][57.1 µM]	-11%	3	4%	-5%	26%	3%	-6%	42%[activator][57.1 µM]
Fc1ccc(COc2ccccc2C(=S)N2CCCC2)cc1	7%[57.1 µM]	-25%	-5	6%	-6%	?	5%	5%	-6%[57.1 µM]
CCOC(=O)CC(=O)CSc1ncnc2c1nnn2-c1ccc(OC)cc1	-3%[57.1 µM]	-20%	5	8%	i	39%	6%	20%	46%[activator][57.1 µM]
CCSc1nnc(-c2ccccc2NC(C)=O)c(=O)[nH]1	4%[57.1 µM]	-17%	6	8%	i	22%	-12%	-8%	25%[57.1 µM]
O=C(O)c1ccccc1Nc1ccccc1	0%[57.1 µM]	?	-1&-2	30%	-3%	20%	-5%	-13%	-3%[57.1 µM]
C[C@@H]1CN([C@H](C)CO)C(=O)c2cc(Br)cnc2O[C@@H]1CN(C)C(=O)c1ccccc1	·	-13%	-6	-1%	10%	·	-1%	·	·
NS(=O)(=O)Nc1cccc2cccnc12	9%	·	·	·	·	25%	·	?	-20%
COc1ccc(-c2c(-c3ccccc3OC)sc3ccccc23)cc1	12%[57.1 µM]	?	7	-10%	-1%	78%[activator]	1%	-19%	34%[57.1 µM]
O=C(Nc1ccncc1)c1ccc2c(c1)OCCO2	-5%	-6%	-10	5%	-1%	17%	-2%	-2%	7%
Cc1cccnc1NC(=O)C1CC(=O)N(c2ccc3c(c2)OCCO3)C1 (configuration not stated)	-3%	-18%	8	0%	-3%	18%	0%	0%	-2%
Cc1ccc(N2C(=O)CS(=O)(=O)CC2=O)cc1	8%[57.1 µM]	-25%	5	0%	-5%	63%[activator]	9%	6%	4.5µM*
COc1ccccc1NC(=O)C1=C(C)Nc2nc(SCc3ccccc3Cl)nn2C1c1cccnc1 (configuration not stated)	3%	-22%	-10	-2%	-8%	45%[activator]	-12%	-6%	9%
COc1ccccc1N(CC(=O)N1CCCCCC1)S(C)(=O)=O	7%	-19%	-1	-4%	-6%[11.5 µM]	-11%	-7%	-8%	22%
COc1ccc(OCC(=O)Nc2ccc(C(=O)Nc3ccccc3C(=O)O)cc2)cc1	-5%	-25%	2	7%	-8%	6%	4%	-3%	9%
COc1ccc(C(=O)C(OC(=O)c2ccc(C)c(NC(C)=O)c2)c2ccccc2)cc1 (configuration not stated)	-10%	-23%	1	1%	i	7%	1%	-3%	8%
Cn1nc(C(F)(F)F)c(/C=N/OC(=O)c2ccccc2)c1SCc1ccc(Cl)cc1	13%	-24%	1	-8%	4%	42%[activator]	5%	-1%	30%
COc1ccc(S(=O)(=O)NCc2csc(C)n2)cc1OC	7%	-17%	2	-2%	5%	26%	-7%	-5%	23%
c1ccc(CSc2ncnc3c2ncn3C2CCCCO2)cc1 (configuration not stated)	-2%	-1%	-15	-14%	i	31%	0%	-1%	-3%
Nc1nc(-c2ccc3c(c2)CCCC3)c(CC(=O)O)s1	2%	-13%	-2	16%	7%	22%	3%	34%[activator]	-4%
CCCOc1ccc(/C=N/NC(=O)CN2CCCCC2)cc1OCC	-2%	1%	2	-1%	5%	22%	-2%	-2%	5%

The list is partial (hit frequency here may not be typical).
